Compound activity (PubChem)
KCNH2 3.1 inh: qHTS for Inhibitors of KCHN2 3.1: Mutant qHTS | U2OS KCNH2 3.1, thallium flux FluxOr; stronger effect = lower value | actives 0.95% (n = 340,000) | activity change, % (tested at about 1.8 µM) | Potassium voltage-gated channel subfamily H member 2, brain isoform KCNH2 3.1 (human);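 active means maximum activity change below -70%; inconclusive means maximum activity change from -70% to -50%; inactive means maximum activity change above -50%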;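 further: thallium influx rate constant from kinetic fluorescence after stimulation buffer; on the % scale 0 is the no-effect control and ±100 the full control effect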
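Steps: virus added to U2OS suspension (4 h, RT, dark); medium with 10% FBS added, cells plated, 37 C overnight; FluxOr/Red40 loading buffer 45 min RT; stimulation buffer, 2 min kinetic read; rate constant normalized.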
TRPV1 agonist: HTS Assay for Compounds that Act as Agonists of the Vanilloid Receptor 1 | Transient receptor potential cation channel subfamily V member 1 (Homo sapiens), Q8NER1 | TRPV1-expressing cells, Fluo-8 calcium influx, agonist mode | activation, % at 8.33 µM | actives 0.19% (n = 320,000) | AID 540275, 2011; in the data active means activation above about 80%; inconclusive means between about 30% and that limit; further: 0% is about no effect
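Fluo-8 calcium influx in TRPV1-expressing cells, kinetic read (ex 480/em 520 nm). Compound added and read 3 min for agonist activity, followed by capsaicin at EC20 final and 2 min further read for enhancement.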
USP2a inh: qHTS Assay for Inhibitors of Ubiquitin-specific Protease USP2a Using CHOP2 as the Reporter; USP2 core, Ub-CHOP2 coupled fluorogenic reporter, 485/531; actives 0.01% (n = 330,000); Ubiquitin carboxyl-terminal hydrolase 2 (Homo sapiens), O75604; Potency, µM (series often up to 38.3 µM), for inactives: at the highest dose activity change, negative = inhibition, hits mostly inhibitors;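 further: potency means the concentration at half of the fitted maximal effect; plate controls were DMSO wells for no effect and full inhibition by NEM control for full effect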
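Deubiquitinase activity read as fluorescence (485/531 nm) after Ub-CHOP2 cleavage activates the enterokinase reporter on its substrate; USP2 core 10nM, Ub-CHOP2 and substrate 25nM each, 30min compound preincubation then 60min RT; data normalized to NEM, curves fitted.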
B2AR arrestin: qHTS assay of beta-arrestin-biased ligands of beta2-adrenergic receptor. Beta-2 adrenergic receptor (Homo sapiens), P07550. beta-arrestin recruitment to beta2AR, cell-based reporter. Potency, µM (titrated, usually from 46.1 µM), inactives show top-dose activation, usual class: activators. actives 0.02% (n = 330,000). AID 492947, 2010;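 further: potency means the concentration at half of the fitted maximal effect; 0% = DMSO controls and full agonism = EC100 isoproterenol or metaproterenol; nearly all actives have a fitted effect of over 65% in size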
Target sequence (P07550 whole entry, looked up): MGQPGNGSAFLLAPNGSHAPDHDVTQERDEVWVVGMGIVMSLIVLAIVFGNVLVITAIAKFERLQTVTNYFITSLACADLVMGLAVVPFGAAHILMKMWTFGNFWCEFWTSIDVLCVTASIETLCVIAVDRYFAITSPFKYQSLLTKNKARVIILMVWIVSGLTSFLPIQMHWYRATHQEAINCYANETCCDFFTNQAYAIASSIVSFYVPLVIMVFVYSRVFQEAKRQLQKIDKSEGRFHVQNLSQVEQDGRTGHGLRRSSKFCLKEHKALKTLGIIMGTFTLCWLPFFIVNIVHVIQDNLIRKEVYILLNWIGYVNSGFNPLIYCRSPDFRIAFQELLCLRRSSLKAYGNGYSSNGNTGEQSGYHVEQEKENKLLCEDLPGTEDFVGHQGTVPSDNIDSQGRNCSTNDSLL
KCNH2 WT inh: qHTS for Inhibitors of KCHN2 3.1: Wildtype qHTS | Voltage-gated inwardly rectifying potassium channel KCNH2 (Homo sapiens), Q12809 | U2OS, BacMam KCNH2, thallium flux FluxOr; stronger effect = lower value | activity change, % at 1.84 µM | actives 0.37% (n = 340,000) | AID 720551, 2013;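 active means maximum activity change below -70%; inconclusive means maximum activity change between -70% and -50%; inactive means maximum activity change above -50%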; further: on the % scale 0 is the no-effect control and ±100 the full control effect
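U2OS cells transduced with wild-type KCNH2 virus are loaded with FluxOr dye for 45 min, and thallium flux is measured in kinetic reads before and after stimulation buffer. Rate constants are normalized to DMSO controls.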
Giardia killer: Small Molecules that selectively kill Giardia lamblia: qHTS; Giardia lamblia trophozoite viability; actives 0.15% (n = 340,000); activity change, % at 7.66 µM, hits read low; in the data active means activity change below about -80%; inconclusive means between about -30% and that limit;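 further: parasites exposed to compound for two days anaerobically before the ATP read; on the % scale 0 is the no-effect control and ±100 the full control effect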
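Trophozoite viability was measured as ATP-dependent luminescence, read 15-30 min after reagent addition. Before that, parasites at 100 cells/well were exposed to compounds for 48 h, anaerobically, at 37 deg C.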
GALK inh: qHTS Assay for Inhibitors of Human Galactokinase (GALK). P51570. Purified GALK, Kinase-Glo residual ATP luminescence. Potency, µM (doses to about 57.5 µM), inactives show at the top dose activity change, negative = inhibition, usual class: inhibitors. actives 0.007% (n = 270,000). AID 1868, 2009; further: potency means the concentration at half of the fitted maximal effect; on the % scale 0 is the no-effect control and ±100 the full control effect
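5 nM enzyme, 35 uM ATP, 100 uM galactose, 20 mM HEPES pH8.0, 5 mM MgCl2; 1 h RT; residual ATP by Kinase-Glo Plus luminescence, qHTS format.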
Coupling enz: qHTS Assay for Inhibitors of Fructose-1,6-bisphosphate Aldolase from Giardia Lamblia: Coupling assay counterscreen; coupling enzyme system counterscreen, AmpLite Red fluorescence; activity change, negative = inhibition, % at 58.2 µM, hits read low; actives 0.67% (n = 290,000); in the data active means activity change below about -30%; further: on the % scale 0 is the no-effect control and ±100 the full control effect
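Fluorescence at 525 nm excitation and 598 nm emission measured inhibition of the coupled detection system without aldolase. Compounds (at 57.5 uM final) were preincubated 10 min at room temperature with coupling enzyme reagent before a 20 min substrate/AmpLite Red step.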
MLL CXXC-DNA inh: qHTS Fluorescence Polarization Assay for Inhibitors of MLL CXXC domain - DNA interaction | Potency, µM (series often up to 115 µM), without a hit: at the highest dose activity change, negative = inhibition, most hits filed as inhibitors | actives 0.037% (n = 290,000) | Histone-lysine N-methyltransferase 2A (Homo sapiens), Q03164 | MLL-CXXC / FITC-HOXA9 DNA fluorescence polarization; active means well fitted inhibition curve with a large enough effect in the polarisation, with a control signal flat, not every such curve was filed as active; inconclusive means small, poorly fitted or top-dose-only effect, or effect the other way, or a change in a side signal; inactive means no such curve, though single readings can be large or run the other way; the % refers to the polarisation; further: potency means the concentration at half of the fitted maximal effect
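Purified MLL-CXXC (added from a 7 uM solution) was preincubated 5 min at ambient with pinned compounds in 50 mM Tris-HCl pH 7.5, 50 mM NaCl, 1 mM DTT, 0.05% BSA. Fluorescein-labeled HOX-A9 DNA (50 nM solution) followed, 30 min, then polarization read.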
Menin-MLL TR inh: qHTS Assay for Inhibitors Targeting the Menin-MLL Interaction in MLL Related Leukemias: Competition With Texas Red Labeled MLL-derived Mutant Peptide; O00255; Menin + Texas Red MLL mutant peptide, fluorescence polarization; Potency, µM (series often up to 61.6 µM), without a hit: at the highest dose FP activity change, negative = inhibition, actives largely listed as inhibitors; actives 0.23% (n = 270,000); active means well fitted inhibition curve with a large enough effect in the polarisation, with a control signal flat, not every such curve was filed as active; inconclusive means small, poorly fitted or top-dose-only effect, or effect the other way, or a change in a side signal; inactive means no such curve, though single readings can be large or run the other way; the % refers to the polarisation; further: potency means the concentration at half of the fitted maximal effect; % of control where 0% means no effect; many of its hits are not listed in these tables
Target sequence (O00255 whole entry, looked up): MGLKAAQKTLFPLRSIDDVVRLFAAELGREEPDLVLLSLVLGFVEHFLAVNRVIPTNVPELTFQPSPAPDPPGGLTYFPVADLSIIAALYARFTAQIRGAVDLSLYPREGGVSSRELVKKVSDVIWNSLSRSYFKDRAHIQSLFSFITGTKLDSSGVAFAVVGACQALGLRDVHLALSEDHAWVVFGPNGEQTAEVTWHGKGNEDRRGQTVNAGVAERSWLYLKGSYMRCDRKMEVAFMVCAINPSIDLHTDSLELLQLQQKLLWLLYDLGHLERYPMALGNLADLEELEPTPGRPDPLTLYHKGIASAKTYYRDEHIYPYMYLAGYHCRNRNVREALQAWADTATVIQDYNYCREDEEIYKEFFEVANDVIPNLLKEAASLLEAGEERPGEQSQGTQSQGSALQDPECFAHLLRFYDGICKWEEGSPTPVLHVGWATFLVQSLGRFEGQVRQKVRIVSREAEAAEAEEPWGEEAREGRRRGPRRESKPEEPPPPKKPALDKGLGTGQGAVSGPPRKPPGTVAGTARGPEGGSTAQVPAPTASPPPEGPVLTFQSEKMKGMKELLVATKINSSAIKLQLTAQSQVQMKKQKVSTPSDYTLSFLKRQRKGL
PKM2 activator: qHTS Assay for Activators of Human Muscle isoform 2 Pyruvate Kinase. Pyruvate kinase PKM (Homo sapiens), P14618. Potency, µM (series often up to 57.5 µM), for the others: at the top dose activation, actives largely listed as activators. AID 1631, 2009. actives 0.34% (n = 260,000). purified PKM2, Kinase-Glo ATP luminescence, activation; response scale: 0% is enzyme alone, no compound; further: potency means the concentration at half of the fitted maximal effect; on the % scale 0 is the no-effect control and ±100 the full control effect; nearly all actives have a fitted effect of over 55% in size
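Purified hPK-M2 (>95%) run at intermediate activity with 0.1 mM ADP and 0.5 mM PEP in 50 mM imidazole pH 7.2, KCl, MgCl2; 1 h room temperature. ATP formed read by Kinase-Glo luminescence; normalized to uninhibited and no-enzyme controls.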
* marks the source's active call; other numbers are inactive results; u = inconclusive; x = no result given; & = joins results of further samples; [ ] = another dose, or the depositor's remark. Unless noted, the call rests on the fitted dose curve; in most records, active means well fitted curve in the direction sought with a large enough effect; inconclusive means small, poorly fitted or top-dose-only effect, or another doubt; inactive means no such curve, though single readings can be large; an effect the other way counts as inactive or inconclusive.

SMILES | KCNH2 3.1 inh | TRPV1 agonist | USP2a inh | B2AR arrestin | KCNH2 WT inh | Giardia killer | GALK inh | Coupling enz | MLL CXXC-DNA inh | Menin-MLL TR inh | PKM2 activator
CCOC(=O)C(=O)N=Nc1c(O)n(C)c2ccccc12 | -11 | -1 | 1% | -0.3% | x | -2 | 7% | 0 | 2% | -11% | -14%
CSc1ccccc1C(=O)Nc1cccc(C(C)O)c1 (stereo unspecified) | -5 | 2 | -6% | 0.2% | 14 | -8 | -1% | -3 | -2% | -1% | -8%
COc1cc(CCCN2C(N)=NC[C@@H]2Cc2ccc(O)cc2)cc(OC)c1OC | 7 | 1 | -3% | 5.1% | -8 | 4 | -4% | -2 | 0% | x | -1%
O=C(c1ccc(Cl)c([N+](=O)[O-])c1)N(Cc1ccco1)C1CCS(=O)(=O)C1 (stereo unspecified) | -3 | -3 | 4% | 0.0% | -2 | -5 | -1% | x | 20% | x | x
CCOC(CNC(=O)c1ccc2nc(N3CCC(C)CC3)sc2c1)OCC | -3 | 4 | 1% | 0.4% | -1 | 15 | 2% | -1 | -8% | x | 0%
O=C(O)c1ccccc1-c1ccccc1C(=O)Nc1ccc(-c2nc3cc(Cl)ccc3o2)cc1 | -13 | 1 | 5% | 0.0% | 0 | -4 | -17% | 6 | -6% | x | 1%
COc1ccc(C(=O)c2c[nH]c(C(=O)NCC3CCCO3)c2)cc1 (stereo unspecified) | 17 | 4 | -6% | -0.8% | 13 | -4 | -2% | 0 | -3% | 0% | -9%
CCOCCCNC(=O)Cc1ccc(F)cc1 | x | 9 | 3% | -0.5% | x | x | x | 1 | 6% | -2% | -4%
CSCC[C@H](N)C(=O)N1CCC(C(=O)N[C@H](C)C(=O)Nc2ccc(C(C)C)cc2)CC1 | 2 | -4 | 0% | 5.5% | 1 | -4 | 3% | 2 | -2% | -6% | x
CCOC(=O)CN1C(=O)C(=O)N(Cc2c(C)cc(C)cc2C)C1=O | 5 | 3 | -6% | 0.0% | -4 | 0 | 0% | 0 | 14% | -25% | x
CCn1c(SCc2cc(=O)n3ccsc3n2)nc2ccccc21 | 0 | 0 | 3% | -0.2% | 10 | 12 | 0% | -7 | -1% | 5% | -1%
O=C(CCNC(=O)c1ccc(Br)cc1)Nc1ccccc1N1CCCC1 | -10 | 0 | 1% | 0.3% | 1 | -10 | x | x | x | x | x
CCOC(=O)N1CCN(C(=O)Cn2nc(C)n3nc(-c4ccc(OC)cc4)cc3c2=O)CC1 | 8 | 2 | 0% | 0.0% | 8 | 2 | -6% | x | 1% | x | x
COc1ccc(CNC(=O)CN(Cc2ccccc2)S(=O)(=O)c2ccc(Cl)cc2)cc1 | -24 | u | 0% | 0.5% | 25 | 6 | 1% | -4 | 4% | 16% | 6%
COc1ccccc1CNC(=O)c1ccc(NC2=NC3CS(=O)(=O)CC3S2)cc1 (stereo unspecified) | -33 | 0 | 6% | 0.3% | -9 | -15 | -4% | x | 8% | x | x
CC(C)c1nnc(NC(=O)COc2ccc3c(c2)OCO3)s1 | -16 | 2 | 2% | 0.1% | 16 | -3 | 0% | -2 | 4% | 8% | -15%
CCOC(=O)N1CCN(Cc2ccc(OCC(O)CN3CCCCC3)cc2)CC1 (stereo unspecified) | 5 | -3 | 0% | -0.1% | 7 | 5 | 2% | 1 | 4% | -11% | -9%
CCCNc1c(NC(=O)COc2ccc(Cl)cc2)c(=O)oc2ccccc12 | -14 | 0 | 2% | -0.1% | 6 | 6 | -1% | 1 | 0% | 4% | x
CC(C)CCNC(=O)CCSCCC(=O)NCCC(C)C | -1 | -3 | 4% | -1.8% | -7 | 22 | 2% | 4 | 0% | 4% | -1%
COc1ccc(OC)c(NC(=O)CCN2CCC(C)CC2)c1 | -4 | 0 | 1% | 0.3% | 6 | -12 | -3% | -4 | 3% | -20% | -5%
Cc1cccc(C)c1NC(=S)N(Cc1cccnc1)Cc1ccccc1Cl | -14 | 6 | 1% | 0.1% | 3 | 3 | -2% | 0 | -4% | -29% | 2%
COc1ccc(CCC(C)NCc2ccc(C(F)(F)F)cc2)cc1 (stereo unspecified) | -47 | 4 | -6% | -0.1% | 36 | -6 | 5% | 0 | -4% | u | -1%
COc1ccc(OC)c(N2C(=O)CC(Cc3ccc(Cl)cc3)C2=O)c1 (stereo unspecified) | -22 | 2 | 4% | -0.1% | -11 | -6 | -5% | 0 | 2% | -1% | 1%
COc1ccc(NC(=O)c2ccc(CNS(=O)(=O)c3cccc(OC)c3)cc2)cc1 | -5 | 4 | 2% | 0.4% | -6 | -9 | 0% | 3 | 22% | -13% | -1%
CS(=O)(=O)N(CC(=O)NCCSc1ccc(Cl)cc1)c1ccc2c(c1)OCO2 | 3 | 4 | -2% | 0.0% | 2 | u | -3% | 1 | 35%[activator] | 0% | -2%
CCOC(=O)c1c(-c2ccc(F)cc2)csc1NC(=O)CCN1C(=O)c2ccccc2C1=O | 4 | -1 | -1% | -0.5% | 2 | -4 | 0% | 1 | 0% | -4% | -12%
CCCCC(CC)CNC(=O)c1ccc2c(c1)OCO2 (stereo unspecified) | -9 | u | -3% | 0.3% | -35 | 10 | -3% | -2 | -10% | -1% | 0%
O=C(N/N=C/c1ccc(N2CCOCC2)cc1)c1cccs1 | -32 | -2 | 1% | 0.3% | 2 | -27 | 5% | 0 | 18% | 28% | -10%
Nc1nnnn1N=C1CCCCC1 | 8 | 0 | 4% | 0.2% | -2 | -20 | 3% | 4 | 3% | -2% | -4%
CC(=O)N(C)c1ccc(NC(=O)c2ccc([N+](=O)[O-])cc2Cl)cc1 | -5 | 0 | 1% | -1.4% | -2 | -24 | 0% | 2 | -1% | -15% | 6%
NNC(=O)c1nn(-c2ccccc2)cc1O | x | -1 | 1% | -0.4% | x | x | -1% | -8 | -3% | -13% | -3%
Cn1nc(C(=O)NCc2ccccn2)c2ccccc2c1=O | -23 | 2 | -1% | 0.3% | -4 | -3 | 8% | 2 | 6% | -2% | -1%
CC(Sc1nncs1)C(=O)Nc1ccc(Cl)cn1 (stereo unspecified) | 1 | -1 | -2% | 0.4% | -1 | 7 | 0% | -4 | -1% | 5% | 7%
COc1ccccc1N(CN1CCCC1=O)C(=O)c1c(F)cccc1F | 6 | 0 | 0% | 0.0% | -6 | 6 | 1% | -1 | -5% | -11% | 1%
COc1cccc(NC(=O)C(=O)c2cn(CC(=O)N3CCOCC3)c3ccccc23)c1 | 7 | 9 | 0% | -0.3% | 14 | -1 | 0% | x | -2% | x | x
O=[N+]([O-])c1cccc(Cl)c1N1CCOCC1 | 4 | 4 | -1% | -1.4% | -3 | -4 | 0% | 1 | 18% | 7% | 0%
CCn1cnc2sc(C(=O)N3CCN(c4ccc(OC)cc4)CC3)c(C)c2c1=O | 15 | x | 0% | 4.1% | 4 | 25 | -2% | 0 | 6% | x | -2%
CC(=O)/C=C(/C)NC(Cc1c[nH]c2ccccc12)C(=O)O (stereo unspecified) | 18&4 | -1&-5 | -1%&0% | -0.3%&-0.2% | -8&-3 | 1&-19 | 2%&2% | -2&-8 | -3%&-1% | 1%&-12% | -7%&4%
Cc1cccc(NC(=O)CN2CCN(C(=O)c3ccc(OCc4cn5ccccc5n4)cc3)CC2)c1C | 3 | -3 | 1% | 0.3% | 5 | 23 | x | x | x | x | x
Cc1ncsc1CCOC(=O)C12CC3CC(CC(C3)C1)C2 | 3 | u | 1% | 0.6% | -3 | 3 | -2% | -2 | 1% | -24% | -4%
CCOC(=O)N1CCC(Nc2c(-c3ccc(C)cc3)c(=O)c2=O)CC1 | -5 | 0 | 1% | 9.6% | 19 | -23 | 0% | -4 | -13% | 5% | -20%
O=C(NCc1ccco1)c1ccc(COCC(F)(F)F)cc1 | -1 | 1 | 1% | -0.2% | 3 | -13 | -5% | -1 | -6% | 9% | 2%

This is a subset. The share of hits here may be higher or lower than overall.
